Bioassay records deposited in PubChem BioAssay by National Center for Advancing Translational Sciences (NCATS).
TDP-43 yeast inh: rescues yeast growth from TDP-43 toxicity; actives 1.8% (n = 410,000); Potency, µM (highest dose often 46.1 µM), inactives show top-dose growth rescue (activation), usual class: activators; AID 652104; TDP-43 expressing yeast growth rescue, BacTiter-Glo, 24 h; further: potency means the concentration at half of the fitted maximal effect; % of control where 0% means no effect; nearly all actives have a fitted effect of over 50% in size
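Luminescence from BacTiter-Glo reports growth of TDP-43-expressing yeast after 24 hr at 30 deg C with compound. Cells were raffinose-pregrown to mid-log, then seeded in galactose medium at OD600=0.02.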
Abeta rescue: compounds reversing amyloid beta toxicity in yeast; yeast expressing A-beta42, growth rescue, OD600, 48 h; response scale: 0% DMSO, 100% iron-clioquinol control; Potency, µM (titrated, usually from 46.1 µM), for inactives: at the highest dose growth rescue, hits mostly activators; actives 0.063% (n = 410,000); further: potency means the concentration at half of the fitted maximal effect; nearly all actives have a fitted effect of over 55% in size
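Growth rescue measured by 600 nm absorbance after 48 h yeast culture at 30 C with compound. Values normalized between DMSO and an equimolar ferric chloride plus clioquinol control.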
GLP-1R inv ag: inverse agonists of human GLP-1 receptor. Potency, µM (doses to about 38.3 µM), without a hit: at the top dose activity change, negative = inhibition, most hits filed as inhibitors. HEK293 GLP-1R CRE-luciferase, luminescence, 24 h; GLP-1R form is constitutively active. P43220. actives 1.6% (n = 410,000). AID 624417; further: potency means the concentration at half of the fitted maximal effect; on the % scale 0 is the no-effect control and ±100 the full control effect; nearly all actives have a fitted effect of over 55% in size
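Using stably transfected HEK293 (constitutively active GLP-1R, cAMP-luciferase reporter), compounds were incubated 24 hr and luciferase measured by luminescence.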
FUS suppressor: FUS proteinopathy suppression in yeast; S. cerevisiae FUS-expressing, growth rescue, OD600, 24 h; Potency, µM (highest dose often 76.6 µM), for the others: top-dose growth rescue (activation), most hits filed as activators; actives 0.24% (n = 390,000); AID 1347120;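 further: potency means the concentration at half of the fitted maximal effect; plate controls were DMSO vehicle for no effect and reference control for full effect; nearly all actives have a fitted effect of over 55% in size; some results filed as inactive show a strong effect at the top dose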
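Yeast expressing FUS under galactose induction, OD 0.005 in 2% galactose medium; compounds in a dilution series, 24 h at 30C. Growth rescue by absorbance at 600 nm; CP55940 positive control, DMSO negative.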
Akt phos inh: inhibitors of Akt phosphorylation; Neuro2A IGF-stimulated pAkt S473 HTRF, 20 min; active compounds read low; actives 0.32% (n = 360,000); activity change, % for hits at 50 µM; in the data active means activity change below about -80%; inconclusive means mostly about -51% to -80%; further: on the % scale 0 is the no-effect control and ±100 the full control effect
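Neuro2A cells (4,500/well, DMEM with 0.5% FBS) were treated with compound at a single 50 µM final concentration, stimulated with 6 nM IGF for 20 min at 37 °C, and lysed. Phospho-Akt Ser473 was read by HTRF as 665/615 ratio ×10^4.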
PTHR1 ag: PTHR1 (human) receptor agonism; Q03431; HEK293 GP2 PTHR1 cells, GloSensor cAMP luminescence, 1 h; Potency, µM (top dose mostly 115 µM), inactives show at the highest dose activation, usual class: activators; actives 0.075% (n = 410,000); AID 743266; further: potency means the concentration at half of the fitted maximal effect; nearly all actives have a fitted effect of over 55% in size; some results filed as inactive show a strong effect at the top dose; inactives centre near -15; many of its hits are not listed in these tables
Target sequence (Q03431 whole entry, looked up): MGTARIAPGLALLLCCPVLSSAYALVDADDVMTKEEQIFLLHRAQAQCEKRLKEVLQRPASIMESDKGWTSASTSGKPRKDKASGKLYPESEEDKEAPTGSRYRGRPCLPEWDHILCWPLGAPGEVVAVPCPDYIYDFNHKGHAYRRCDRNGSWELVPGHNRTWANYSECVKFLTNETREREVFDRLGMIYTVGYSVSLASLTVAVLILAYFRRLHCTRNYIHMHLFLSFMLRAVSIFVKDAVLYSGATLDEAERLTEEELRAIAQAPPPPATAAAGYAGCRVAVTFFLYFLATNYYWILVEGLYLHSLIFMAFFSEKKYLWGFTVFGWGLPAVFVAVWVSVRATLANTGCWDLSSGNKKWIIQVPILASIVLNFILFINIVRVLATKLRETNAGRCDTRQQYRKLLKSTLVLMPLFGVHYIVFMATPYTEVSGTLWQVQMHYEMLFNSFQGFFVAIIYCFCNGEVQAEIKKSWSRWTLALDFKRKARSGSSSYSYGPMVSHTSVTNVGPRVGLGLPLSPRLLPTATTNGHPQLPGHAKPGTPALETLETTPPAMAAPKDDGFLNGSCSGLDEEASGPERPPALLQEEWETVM
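HEK-293-derived GP2 cells expressing PTHR1 and a GloSensor cAMP reporter, 3,000/well, plated overnight, given luciferin plus IBMX (each 0.5 mM as added) for 1 h at 37 °C, then compound for 1 h at 37 °C. Luminescence was read after 15 min at room temperature.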
D3 antag: D3 dopamine receptor (human) antagonism; P35462; D3R cells, DiscoveRx beta-arrestin luminescence, antagonist mode; active compounds read low; max response, negative = inhibition, %; actives 2.5% (n = 360,000); AID 652054; in the data active means max response below about -50%; inconclusive means no clear call, values can overlap the other calls; further: on the % scale 0 is the no-effect control and ±100 the full control effect; mostly tested at two doses, the higher about 12 µM
Target sequence (P35462 whole entry, looked up): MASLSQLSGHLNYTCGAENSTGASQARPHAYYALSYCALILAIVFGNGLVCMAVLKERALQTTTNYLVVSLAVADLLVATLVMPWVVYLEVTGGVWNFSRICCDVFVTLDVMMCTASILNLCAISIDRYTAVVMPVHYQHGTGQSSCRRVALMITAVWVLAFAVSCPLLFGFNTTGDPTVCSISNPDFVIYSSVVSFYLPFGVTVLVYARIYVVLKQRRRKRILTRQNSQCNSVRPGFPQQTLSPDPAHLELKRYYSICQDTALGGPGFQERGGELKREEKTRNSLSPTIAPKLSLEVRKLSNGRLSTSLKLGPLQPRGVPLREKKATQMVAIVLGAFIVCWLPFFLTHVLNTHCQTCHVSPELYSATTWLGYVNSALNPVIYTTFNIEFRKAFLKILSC
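Cells plated overnight at 1500 cells/well, then exposed to library compounds with dopamine controls for 90 minutes at 37 degrees C. DiscoveRx reagent added for 30–60 minutes at room temperature; luminescence read, quantitative HTS format.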
aSyn yeast inh: alpha-synuclein toxicity inhibition in yeast | Yeast expressing alpha-synuclein, growth rescue, BacTiter-Glo, 24 h | Potency, µM (top dose mostly 46.1 µM), inactives show top-dose growth rescue (activation), usual class: activators | actives 0.14% (n = 370,000); further: potency means the concentration at half of the fitted maximal effect; % of control where 0% means no effect; nearly all actives have a fitted effect of over 65% in size
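Readout is rescue of growth in alpha-synuclein-expressing yeast, so inhibitors of toxicity appear as activators. Growth after 24 hr at 30 deg C in galactose medium is quantified by luminescence.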
GLP-1R agonist: agonists of human GLP-1 receptor; P43220; HEK293 GLP-1R CRE-luciferase, luminescence, 4-6 h; cells express a hypersensitive GLP-1R form; Potency, µM (titrated, usually from 45.6 µM), without a hit: at the highest dose activation, hits mostly activators; actives 0.007% (n = 380,000); further: potency means the concentration at half of the fitted maximal effect; % of control where 0% means no effect
* = called active by the depositor; i = inactive; u = inconclusive; x = not tested or not shown; [ ] = remark or other dose. Unless noted, the call rests on the fitted dose curve; in most records, active means well fitted curve in the direction sought with a large enough effect; inconclusive means small, poorly fitted or top-dose-only effect, or another doubt; inactive means no such curve, though single readings can be large; an effect the other way counts as inactive or inconclusive. Only part of the results is shown (hit frequency here may not be typical).

(1) COc1ccc(CC(NC(C)=O)C(=O)NC2CCN(c3nc(C)cc(C)c3C#N)CC2)cc1OC (configuration not stated)
(2) COc1ccc(NC(=O)Nc2ccc(CC(=O)O)cc2)cc1
(3) CC(C(=O)Nc1cc(C(F)(F)F)ccc1Cl)n1nnc2sc3c(c2c1=O)CCCC3 (configuration not stated)
(4) CC(C)(C)[C@H]1COC(=O)[C@H](Cc2ccc(F)cc2)CC/C=C/C[C@@H](CC(=O)N[C@H](CO)Cc2ccccc2)C(=O)N1
(5) Cc1ccc2c(CN3C(=O)NC(C)(c4ccc5c(c4)OCO5)C3=O)cc(=O)oc2c1 (configuration not stated)
(6) CC1CCCN(CCCNC(=O)c2nn(C)c3c2CSc2ccccc2-3)C1 (configuration not stated)
(7) Cc1ccc(C(=O)CSc2ccc(-c3ccccc3)nn2)cc1
(8) CCOc1cc(C(=O)NCCOC)cc(OCC)c1OCC
Screen / compound no. | 1 | 2 | 3 | 4 | 5 | 6 | 7 | 8
TDP-43 yeast inh | 20% | -19% | 15% | 10% | -15% | -12% | 0% | 10%
Abeta rescue | 21% | 7% | -8% | 4% | -6% | -2% | -7% | 17%
GLP-1R inv ag | 19% | -9% | -3% | -16% | 0% | -28% | u | 3%
FUS suppressor | -18% | 9% | 11% | -7% | u | -12% | x | -23%
Akt phos inh | i | i | x | i | i | i | i | i
PTHR1 ag | -28% | i | i | -9% | i | i | -32%[inhibitor] | i
D3 antag | 2 | -18 | x | 1 | -20 | -66* | 5 | 12
aSyn yeast inh | -3% | -2% | x | 1% | 2% | 1% | 8% | -1%
GLP-1R agonist | 7% | 6% | x | -2% | 11% | 1% | 1% | 0%

In the list so far, 4 contain nitrogen in an aromatic ring:
(1) COc1ccc(CC(NC(C)=O)C(=O)NC2CCN(c3nc(C)cc(C)c3C#N)CC2)cc1OC (configuration not stated)
(3) CC(C(=O)Nc1cc(C(F)(F)F)ccc1Cl)n1nnc2sc3c(c2c1=O)CCCC3 (configuration not stated)
(6) CC1CCCN(CCCNC(=O)c2nn(C)c3c2CSc2ccccc2-3)C1 (configuration not stated)
(7) Cc1ccc(C(=O)CSc2ccc(-c3ccccc3)nn2)cc1
Screen / compound no. | 1 | 3 | 6 | 7
TDP-43 yeast inh | 20% | 15% | -12% | 0%
Abeta rescue | 21% | -8% | -2% | -7%
GLP-1R inv ag | 19% | -3% | -28% | u
FUS suppressor | -18% | 11% | -12% | x
Akt phos inh | i | x | i | i
PTHR1 ag | -28% | i | i | -32%[inhibitor]
D3 antag | 2 | x | -66* | 5
aSyn yeast inh | -3% | x | 1% | 8%
GLP-1R agonist | 7% | x | 1% | 1%

Remaining list, next part.
(9) O=C(NCC1CCCCC1)C1CCN(C(=O)NC2CCCCC2)CC1
(10) CCn1cc(S(=O)(=O)NCCc2ccccc2OC)cn1
(11) CCn1ccc2c(OCC(=O)Nc3ccccc3C)cccc2c1=O
(12) O=C(C1=C[C@@H](c2ccc(C(F)(F)F)cc2)C[C@@H](OCCCCO)O1)N1CCCCCCC1
(13) O=S(=O)(c1ccc(Br)s1)N1CCN(c2cccc(C(F)(F)F)c2)CC1
(14) COc1ccc(-c2csc(NC(=S)NC(=O)/C=C/c3ccccc3)n2)cc1Br
(15) CCC(=O)Nc1cccc(NC(=O)CSc2nnc(-c3ccc(NS(C)(=O)=O)cc3)n2CC)c1
(16) C=CCNC(=S)NNC(=O)c1cccnc1
Screen / compound no. | 9 | 10 | 11 | 12 | 13 | 14 | 15 | 16
TDP-43 yeast inh | -13% | 3% | 13µM* | 17% | -10% | 3% | 3% | 2%
Abeta rescue | -7% | -10% | -5% | 6% | -44%[inhibitor] | 3% | -7% | 14%
GLP-1R inv ag | 4% | 5% | 36%[activator] | 2% | u | 9% | 7% | -5%
FUS suppressor | 13% | 16% | 9% | 19% | -2% | 10% | 7% | -15%
Akt phos inh | i | i | x | i | x | i | i | i
PTHR1 ag | i | i | -8% | -2% | -25% | -7% | 15%[57.5 µM] | i
D3 antag | 20 | -11 | x | -3 | x | -17 | -11 | 13
aSyn yeast inh | -5% | -10% | x | -3% | x | -2% | -1% | 4%
GLP-1R agonist | -1% | 5% | x | 12% | x | 1% | -1% | 1%

(17) O=C(Nc1ccc(S(=O)(=O)NC2=NCCCCC2)cc1)C1COc2ccccc2O1 (configuration not stated)
(18) CCN(C(=O)CSc1nnc(-c2ccccc2Br)o1)C1CCS(=O)(=O)C1 (configuration not stated)
(19) COc1ccc(CCNC(=O)C(=O)NCC(c2cccs2)S(=O)(=O)c2ccccc2)cc1 (configuration not stated)
(20) C/C(Cc1ccccc1)=N\NC(=O)CNC(=O)c1ccccc1
(21) C=CCc1c(C)nc2ccc(C(=O)OCC)cc2c1Cl
(22) Cc1cc(N2CC(C(=O)Nc3nccs3)CC2=O)ccc1C(C)C (configuration not stated)
(23) COc1ccc(CN(C)CC(=O)Nc2ccccc2C(=O)NC2CC2)cc1
(24) COc1cc(/C=C(/C#N)C(=O)Nc2ccccc2)ccc1OCc1ccc(C(=O)O)cc1
Screen / compound no. | 17 | 18 | 19 | 20 | 21 | 22 | 23 | 24
TDP-43 yeast inh | 13% | 6% | -20% | 10% | 8% | 3% | 10% | 10%
Abeta rescue | -5% | -3% | -21% | -11% | -2% | 12% | -12% | -3%
GLP-1R inv ag | 15% | -2% | -11% | 18% | -16% | u | -25% | 17%
FUS suppressor | 0% | -1% | 1% | -12% | 17% | 32% | -21% | -17%
Akt phos inh | i | i | x | i | i | i | i | i
PTHR1 ag | -20% | i | i | i | -14% | -25% | -11% | i
D3 antag | 32 | 12 | x | -3 | 17 | 13 | -14 | 2
aSyn yeast inh | -11% | -5% | x | -4% | 8% | -1% | -1% | -2%
GLP-1R agonist | 4% | 1% | x | 6% | 26% | -6% | -3% | 1%

(25) COc1ccc(S(=O)(=O)NCc2cccnc2)cc1
(26) COC(=O)c1c(NC(=O)c2ccco2)sc(C(=O)Nc2ccc(F)cc2)c1C
(27) Cc1ccc(S(=O)(=O)CC(=O)NC2CC2)cc1
(28) COc1ccc(CCN(C(=O)c2cccc(F)c2)C2CC(=O)N(c3ccc(OC)cc3)C2=O)cc1 (configuration not stated)
(29) O=C1c2ccccc2C(O)N1c1ccc(Cl)cc1 (configuration not stated)
(30) CCn1c(CSCc2ccccc2)n[nH]c1=S
(31) CN(Cc1cn[nH]c1-c1cc2ccccc2o1)CC1CCOCC1
(32) O=C(OCC(=O)N1CCN(c2ccccc2)CC1)c1ccc([N+](=O)[O-])s1
Screen / compound no. | 25 | 26 | 27 | 28 | 29 | 30 | 31 | 32
TDP-43 yeast inh | -7% | -13% | -3% | u | u | -3% | -4% | -90%[inhibitor]
Abeta rescue | -8% | 15% | 4%[9.22 µM] | 9% | 17% | 8% | -3% | -89%[inhibitor]
GLP-1R inv ag | -1% | -8% | 2% | -26% | 1% | -14% | -18% | 15%
FUS suppressor | -12% | -28% | 44% | 17% | -23% | 4% | -8% | 1%
Akt phos inh | i | i | i | i | i | i | i | i
PTHR1 ag | 27% | -4%[57.5 µM] | i | i | i | i | i | i
D3 antag | -21 | 8 | 21 | -1 | 1 | 11 | 0 | -17
aSyn yeast inh | -1% | 5% | -12% | 7% | -11% | 14% | -1% | -13%
GLP-1R agonist | 0% | 0% | 5% | 0% | -1% | 3% | 1% | 0%

(33) CCn1c(SCC(=O)c2ccc(C)cc2)nnc1-c1ccoc1C
(34) CCc1ccccc1NC(=O)CSc1nnc([C@@H]2CCCN2C(=O)OC(C)(C)C)o1
(35) COCCCN1C(=O)C(O)=C(C(=O)c2ccco2)C1c1cccc(Br)c1 (configuration not stated)
(36) O=C(NCc1ccco1)c1ccc([N+](=O)[O-])o1
(37) O=C(Nc1ccc(C(O)c2ccccc2)cc1)[C@@H]1O[C@H](CO)[C@H](O)[C@H](O)[C@H]1O (some centres not stated)
(38) S=C(c1ccc(OCc2ccccc2)cc1)N1CCCC1
(39) COc1ccc(Sc2cnn(-c3ccccc3)c(=O)c2Cl)cc1
(40) O=C(CC1C(=O)NCCN1Cc1ccc(F)cc1)NC1CCCCCCC1 (configuration not stated)
(41) COC(=O)C[C@H]1c2cc(C(F)(F)F)ccc2S(=O)(=O)N1Cc1ccccc1OC
Screen / compound no. | 33 | 34 | 35 | 36 | 37 | 38 | 39 | 40 | 41
TDP-43 yeast inh | 2% | -2% | -4% | -2%[9.22 µM] | -21% | 25% | 5% | -7% | u
Abeta rescue | -17% | -20% | -2% | -26% | -13% | 7% | -15% | 0% | 13%
GLP-1R inv ag | -28% | 19% | -1% | 82%[activator] | 12% | u | -23% | -15% | -3%
FUS suppressor | 14% | 9% | 15% | 6% | -31% | -1% | 11% | 10% | 8%
Akt phos inh | i | i | i | i | i | i | i | x | i
PTHR1 ag | -15% | i | i | i | 8% | -48%[inhibitor] | -7%[57.5 µM] | i | -10%
D3 antag | -14 | 17 | 22 | -6 | 9 | 5 | 3 | -4 | 6
aSyn yeast inh | 7% | -4% | -10% | -11% | 8% | -4% | -8% | 0% | 4%
GLP-1R agonist | -1% | 1% | 3% | -2% | -4% | 8% | 5% | -3% | -4%

Given tab-delimited: 2 of the compounds above.
cpd	Structure	TDP-43 yeast inh	Abeta rescue	GLP-1R inv ag	FUS suppressor	Akt phos inh	PTHR1 ag	D3 antag	aSyn yeast inh	GLP-1R agonist
31	CN(Cc1cn[nH]c1-c1cc2ccccc2o1)CC1CCOCC1	-4%	-3%	-18%	-8%	i	i	0	-1%	1%
32	O=C(OCC(=O)N1CCN(c2ccccc2)CC1)c1ccc([N+](=O)[O-])s1	-90%[inhibitor]	-89%[inhibitor]	15%	1%	i	i	-17	-13%	0%
